DAGLB inhibitor – DAGLB lipase inhibitors, primary screen, biochemical, fluorescence, HTS. Diacylglycerol lipase-beta (Homo sapiens), Q8NCG7. HEK293T DAGLB membrane lysate, EnzChek fluorogenic substrate. inhibition, % at 5.17 µM. 0.059% of 340,000 active; in the data active = inhibition above about 34%;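 note: 0% = enzyme with vehicle and 100% = wells lacking enzyme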
Target sequence (Q8NCG7 whole entry, looked up): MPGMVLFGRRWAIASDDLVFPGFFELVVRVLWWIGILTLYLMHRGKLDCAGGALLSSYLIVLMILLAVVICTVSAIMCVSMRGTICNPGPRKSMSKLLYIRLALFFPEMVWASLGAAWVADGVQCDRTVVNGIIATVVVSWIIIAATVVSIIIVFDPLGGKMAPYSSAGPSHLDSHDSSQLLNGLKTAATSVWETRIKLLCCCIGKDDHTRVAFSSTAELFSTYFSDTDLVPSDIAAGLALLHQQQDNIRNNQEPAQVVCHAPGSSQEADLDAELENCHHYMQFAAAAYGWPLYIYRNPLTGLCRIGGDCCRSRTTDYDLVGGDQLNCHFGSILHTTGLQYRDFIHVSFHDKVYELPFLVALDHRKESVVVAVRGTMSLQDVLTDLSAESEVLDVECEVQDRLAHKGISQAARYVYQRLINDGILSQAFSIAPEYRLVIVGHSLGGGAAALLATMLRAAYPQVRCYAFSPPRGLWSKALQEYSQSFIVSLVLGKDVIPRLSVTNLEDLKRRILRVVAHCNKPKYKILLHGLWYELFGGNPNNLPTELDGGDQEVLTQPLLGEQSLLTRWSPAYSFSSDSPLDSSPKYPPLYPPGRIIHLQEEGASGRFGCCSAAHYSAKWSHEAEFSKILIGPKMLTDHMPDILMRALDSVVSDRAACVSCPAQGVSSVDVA
MOR-DOR ag – agonists of OPRM1-OPRD1 heterodimerization, primary screen, cell-based, luminescence | Mu-type opioid receptor (Homo sapiens) + Delta-type opioid receptor (Homo sapiens), … | cells | activation, % at 9.3 µM | 0.3% of 340,000 active | AID 504326, 2011; in the data active = activation above about 18%;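 note: 0% = vehicle-treated cells and 100% = reference agonist; values of inactives mirror those of a sister screen read the other way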
Pemphigus Ab inh – inhibitors of pemphigus antibody binding to DSG3, primary screen, biochemical, bead-based, flow cytometry, scFv-GFP | Desmoglein-3 (Homo sapiens), P32926 | DSG3-coupled beads, scFv-anti-DSG3-GFP binding; active compounds read low | binding (percent of control), % at 10 µM | 0.48% of 310,000 active | AID 588358, 2011;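 active = binding more than 3 SD below its plate's average and above zero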;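 note: hits lower antibody fragment binding to DSG3; some compounds called inactive have numbers as strong as hits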
V-ATPase pHluor – regulators of yeast V-ATPase proton pumping, primary screen, pHLuorin cytosolic pH fluorescence; AID 504577, 2011; 0.37% of 350,000 active; S. cerevisiae; response, % at 10 µM; in the data active = response mostly above about 7.3%, no sharp cut-off; inactive = mostly below about 5.4%; note: actives read high; inactives centre near 0; some compounds called inactive have numbers as strong as hits; reference of the scale not given here
PKA-R1A activ – activators of PKA-R1A holoenzyme, primary screen, biochemical, fluorescence polarization, Cy5-IP20, bovine R1A, mouse PKAc; PKA-R1A dissociation; scaled: DMSO 0%, 113 µM cGMP 100%; activation, % at 11.4 µM; 0.083% of 340,000 active;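 active = percent activation above the mean of all tested compounds plus 3 SD, cut at about 19% in these data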;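 note: higher means more PKAc released from R1A so a rise in polarization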
Arrestin-AP2 inh – inhibitors of beta-arrestin/AP2 binding, primary screen, biochemical, GPCR trafficking, flow cytometry; beta-arrestin 1 C-terminal peptide binding to AP2 beta2-adaptin appendage (human); FITC-arrestin peptide / GST-AP2 beads; AP2 beta2 appendage carries R879A mutation; inhibition, % at 10 µM; 0.31% of 340,000 active; AID 504490, 2011;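 active = inhibition above a set limit, near 3 SD of compounds lacking own fluorescence, cut at about 54% in these data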;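 note: plate controls were DMSO wells for no effect and 5 µM unlabelled arrestin peptide for full effect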
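System: GST-tagged AP2 beta2-adaptin appendage (R879A) on 4 µm glutathione beads / Reagent: FITC-arrestin peptide, 50 nM / Detection: HyperCyt-sampled flow cytometry, FL1 channel, ex 488/em 535 nm / Timing: 12 min plus 1 h, RT / Buffer or medium: PBS plus Tween 20 (0.05%) and BSA (0.1%)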
HTR5A inv ctr – HTR5A inverse agonists in luminescence cell assay, primary screen, counter-screen for OPRM1-OPRD1 heterodimer inverse agonist project, full-deck HTS | 5-hydroxytryptamine receptor 5A (Homo sapiens), P47898 | HTR5A cell line, inverse agonism | inhibition, % at 9.3 µM | 0.083% of 340,000 active | AID 504634, 2011; in the data active = inhibition mostly above about 23%, no sharp cut-off; inactive = mostly below about 18%;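 note: 0% = cells with DMSO and 100% = no-cell wells with DMSO; some compounds called inactive have numbers as strong as hits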
PKA-R2B act – activators of PKA-R2B holoenzyme, primary screen, biochemical, fluorescence polarization, Cy5-IP20, human; PKA-R2B holoenzyme dissociation; R2B truncated from residue 108, S112A mutant; 0% DMSO only, 100% 113 µM cGMP; 0.079% of 340,000 active; activation, % at 11.4 µM;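 active = activation above a cutoff set at the mean over all compounds plus 3 SD, cut at about 18% in these data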;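 note: higher means more holoenzyme dissociation and a rise in polarization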
Target sequence (P31323 whole entry, looked up, other chains not shown, the tested form may be a part): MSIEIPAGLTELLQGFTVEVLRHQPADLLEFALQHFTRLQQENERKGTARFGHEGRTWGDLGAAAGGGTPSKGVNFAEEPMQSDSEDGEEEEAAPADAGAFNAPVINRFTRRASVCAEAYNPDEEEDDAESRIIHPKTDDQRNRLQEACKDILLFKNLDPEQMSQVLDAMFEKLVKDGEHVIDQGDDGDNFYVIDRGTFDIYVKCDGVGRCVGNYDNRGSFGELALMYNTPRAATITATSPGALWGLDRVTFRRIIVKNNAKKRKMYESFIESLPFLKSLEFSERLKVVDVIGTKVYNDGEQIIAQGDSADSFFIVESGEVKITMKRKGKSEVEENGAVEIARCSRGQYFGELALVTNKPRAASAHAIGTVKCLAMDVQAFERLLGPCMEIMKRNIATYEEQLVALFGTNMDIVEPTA
MOR-DOR inv ag – inverse agonists of MOR-DOR heterodimerization, primary screen, cell-based, luminescence; cell-based MOR-DOR heterodimer luminescence, inverse agonism; AID 504357, 2011; Mu-type opioid receptor (Homo sapiens) + Delta-type opioid receptor (Homo sapiens), …; inhibition, % at 9.3 µM; 0.21% of 340,000 active; in the data active = inhibition above about 22%, passing the limit was not always enough;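 note: 0% = cells with DMSO and 100% = wells without cells with DMSO; values of inactives mirror those of a sister screen read the other way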
HTR5A ag ctr – HTR5A agonists in luminescence cell assay, primary screen, counter-screen for OPRM1-OPRD1 heterodimer agonist project, full-deck HTS | 5-hydroxytryptamine receptor 5A (Homo sapiens), P47898 | cell-based | activation, % at 9.3 µM | 0.61% of 340,000 active; in the data active = activation mostly above about 9.5%, no sharp cut-off; inactive = mostly below about 7.6%;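 note: 0% = cells with vehicle only and 100% = reference agonist; strong numbers were not always called active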
An asterisk follows results filed as active; x = no result given.

SMILES	DAGLB inhibitor	MOR-DOR ag	Pemphigus Ab inh	V-ATPase pHluor	PKA-R1A activ	Arrestin-AP2 inh	HTR5A inv ctr	PKA-R2B act	MOR-DOR inv ag	HTR5A ag ctr
Clc1nccnc1N/N=C/c1ccc(Br)cc1	-3	-0.5	93	-4	-10	-5	23	-5	3	-6
Cc1ccc(/C=N/NC(=O)Cn2nc(C)c(Br)c2C)o1	0	-2.9	97	2	5	5	6	0	13	-2
CCOC(=O)C1C(=O)NC(c2ccccc2)=NC1c1cccc(Br)c1 (configuration not stated)	0	-2.0	94	-1	-15	0	-5	-5	10	2
CCOC(=O)c1nnsc1-c1ccc(-c2snnc2C(=O)OCC)cc1	-1	-3.8	103	-2	-8	-3	-1	-1	17	0
COC(=O)CSc1nc2nc(C)c(Br)cc2[nH]1	1	-1.9	x	4	5	3	9	-14	9	-2
Cc1noc(C)c1NC(=O)N(C)C[C@H]1Oc2c(NC(=O)Cc3ccccc3)cccc2C(=O)N([C@H](C)CO)C[C@@H]1C	-2	-1.0	106	-1	-9	-2	-8	-8	6	-3
Cc1ccc(C(=O)N[C@H](C(=O)OCC(=O)c2ccc[nH]2)C(C)C)cc1	1	-2.7	96	0	8	23	-6	2	14	0
O=S(=O)(Nc1cccc(S(=O)(=O)N2CCCCC2)c1)c1ccccc1F	-3	-1.3	93	2	-3	14	5	-7	7	-2
COc1ccc2c3n([n+]([O-])c2c1)CCN=C3c1ccc(C)cc1	0	-1.6	104	-7	-4	1	-12	-4	9	4
COC(=O)CSc1nnc(NC(=O)c2ccc3c(c2)OCO3)s1	0	-1.4	106	0	-15	26	2	-14	5	-4
Cc1cc(NC(=O)CCC(=O)N(c2ccc(F)cc2)C(C(=O)NC2CCCC2)c2ccncc2)no1 (configuration not stated)	1	-1.0	105	-2	-5	-11	4	-6	6	-4
CCOc1ccc(CCNC(=O)CSc2cc(=O)n(CC)c3ccccc23)cc1OCC	3	-2.3	102	14*	-9	12	-10	-7	14	7
Cn1c(COc2ccc(Cl)cc2)nnc1SCC(=O)NC1CCCCC1	4	2.2	100	-1	-9	5	-3	-15	-12	-7
CC1=C(C(=O)OC(C)C)C(c2cccs2)N2C(=O)C(C)SC2=N1 (configuration not stated)	-4	-0.6	102	-3	-10	2	-2	0	3	-3
CCOc1ccc(CN(C)CC(=O)Nc2ccc([N+](=O)[O-])cc2Cl)cc1	-27	2.8	x	-2	-6	-22	-16	2	-15	-1
Cc1cc(N(CC(=O)NC2CC2)S(C)(=O)=O)ccc1Br	0	-0.3	102	1	4	-2	4	-3	2	-1
O=C(ON=C1CCN(S(=O)(=O)c2ccccc2)CC1)c1ccc(F)cc1	2	-1.1	97	-2	7	-13	-8	-6	7	3
CCCCOc1cccc(C(=O)O)c1	0	-1.9	114	0	-12	0	-24	-7	8	5
Cc1ccc(C(=O)COC(=O)CCCC(=O)Nc2cc(C(F)(F)F)ccc2Cl)cc1C	-17	0.8	101	0	11	-10	1	-1	-5	0
CCCCn1c(N)c(N(CC)C(=O)C2CCC2)c(=O)[nH]c1=O	-3	-1.3	99	-2	0	22	19	1	5	1
O=C1CC(O)(c2ccccc2)C(c2ccccc2)=C1c1ccccc1 (configuration not stated)	-7	-1.6	97	0	-5	8	-19	-12	10	-2
Cc1csc(SCC(=O)NCCc2ccc(Cl)cc2Cl)n1	-2	-1.3	103	1	0	x	6	-11	7	-2
CCOc1cc(S(=O)(=O)n2nc(C)cc2C)ccc1Br	-6	1.1	97	8	-9	4	-5	-3	-5	2
CCc1cccc(NC(=S)N(CCOC)C(C)c2ccco2)c1 (configuration not stated)	-10	-2.3	95	2	6	7	-5	-5	12	4
COc1ccccc1NC(=O)CCc1nnc2ccc(N3CCC4(CC3)OCCO4)nn12	-1	-0.5	103	-3	-12	19	-31	8	2	-4
O=C1OCC(O)=C1Cc1ccccc1	-2	-3.4	97	2	3	0	7	-3	15	-2
Cn1cc(SCC(=O)N2CCN(c3ccccc3)CC2)c2ccccc21	-1	0.8	95	-2	-4	13	-6	-2	-5	0
CCn1nc(C(=O)Nc2ccc(N3CCOCC3)cc2)c2ccccc2c1=O	2	-1.2	97	2	-10	-7	13	-7	5	4
Nc1ccc(C(=O)NCC(=O)O)cc1	-1	0.0	100	0	7	-1	-8	-7	0	7
O=c1[nH]c2cccc(Cl)c2c2ccccc12	2	x	108	-2	-5	x	x	-1	x	x
Cc1cc(C)nc(SCC(=O)Nc2ncc(Cc3cccc(Cl)c3)s2)n1	0	2.3	87	0	0	-3	-11	0	-12	-2
S=C(Nc1ccc(N2CCOCC2)cc1)Nc1ccc2snnc2c1	4	-0.1	99	0	-6	28	-13	4	0	-4
Cc1csc(Nc2ccc(Cl)cc2)[n+]1-c1ccc(Cl)cc1	-11	2.8	102	0	-3	6	-2	-8	-14	4
COc1cccc(OCC(O)CNC2CCCC2)c1 (configuration not stated)	1	-2.4	118	1	0	3	-8	-11	12	2
CC1CCC(NC(=O)CCS(=O)(=O)c2ccc3c(c2)oc(=O)n3C)CC1 (configuration not stated)	1	-3.7	x	4	-8	-1	1	-10	19	-2
O=C1c2ccc([N+](=O)[O-])cc2C(=O)N1c1ccc([N+](=O)[O-])cn1	-6	4.0	110	6	-6	4	-21	1	-21	6
Cc1cc2cc(CCNC(=O)C(=O)c3c[nH]c4ccccc34)c(=O)[nH]c2cc1C	3	-0.1	110	0	-16	-3	-3	-3	1	4
Cc1cc(C)n(C(=O)CCNC(=O)c2ccccc2Br)n1	-6	-1.3	105	4	-4	8	-16	-7	7	6
COc1ccc2cc(-c3cccnc3)ncc2c1	-3	1.0	108	-4	-7	-3	-14	-6	-6	5
COc1ccc(OC)c2sc(NC(=O)c3ccc(Cl)s3)nc12	-1	-1.6	111	4	-5	9	-18	3	8	-2
CCCN(CC(=O)Nc1ccc(F)c(F)c1F)CC(=O)Nc1c(Cl)cccc1Cl	0	1.7	98	2	5	4	-7	-1	-9	2
O=C(COC(=O)C1CCCO1)Nc1cccc(C(F)(F)F)c1 (configuration not stated)	-6	0.0	99	2	18	-9	-28	-3	0	5
O=C(/C=C/c1cccs1)Nc1cccnc1	-2	-2.1	95	-5	-1	56*	2	-3	13	-1
CC(C)c1nccn1S(=O)(=O)c1cccc([N+](=O)[O-])c1	1	1.0	96	1	-5	24	12	7	-6	-5
Fc1ccc(C2CCCCN2Cc2nc(CC3CC3)no2)cc1 (configuration not stated)	-7	5.1	82	2	-6	2	0	-3	-32	1
COc1cccc2sc(N(CCN(C)C)C(=O)c3ccc4c(c3)CCCC4)nc12	-3	-1.7	104	1	4	-22	-8	0	6	3
COC(CN1CCc2c(C)nc3c(C#N)cnn3c21)OC	-3	-1.0	112	-1	5	-5	5	0	5	-2
Cc1ccc(C)c(NC(=O)CSc2nnc3n2CCCCC3)c1	-1	-1.0	103	1	1	5	4	-22	7	-3
NC(=O)c1ccc(N2CCN(S(=O)(=O)c3cccs3)CC2)c([N+](=O)[O-])c1	0	-2.0	x	-2	4	15	-14	5	8	5
Cc1cc(C)n(CC(=O)O)n1	-2	-1.4	80	0	-1	24	17	-1	8	6
C=CCC[C@H](Cc1ccc(F)cc1)C(=O)OC[C@H](Cc1c[nH]c2ccccc12)NC(=O)[C@H](CC=C)CC(=O)NCCO	-1	-1.1	97	3	2	28	-14	-7	5	2
COC(=O)c1ccc(C)c(NS(=O)(=O)c2ccc(OC)cc2)c1	-3	0.3	85	-3	3	3	-16	-9	-2	6
COc1ccc(CCNS(=O)(=O)c2cn(C)cn2)cc1OC	-1	-3.1	96	-3	-3	24	5	-2	15	-1
CC(=O)C1=C(c2ccccc2)NC(=O)NC1c1ccccc1 (configuration not stated)	1	-2.3	94	-2	6	-13	-4	-1	11	1
Cc1c(OCC(=O)N[C@H](C(=O)O)c2ccccc2)ccc2c3c(c(=O)oc12)CCCC3	-3	-1.3	x	5	-2	7	-17	-12	6	1
CC1(C)Cc2ccccc2-c2nnc(-c3cccnc3)n21	-3	1.1	98	3	-5	21	-4	-4	-7	0
O=C(COC(=O)Cc1ccccc1[N+](=O)[O-])NCc1ccccc1Cl	3	-2.4	82	7	-14	3	5	-1	12	-2
CCCCn1c(N)c(N(CCC(C)C)C(=O)c2ccc(C)c(S(=O)(=O)N3CCOCC3)c2)c(=O)[nH]c1=O	1	-1.6	97	-5	-6	-6	-12	-3	9	-5
O=C(c1cccs1)N1CCN(Cc2cn[nH]c2-c2ccc(F)cc2F)CC1	3	-1.4	x	1	-6	-6	5	-18	7	2
COC(=O)c1[nH]c2ccccc2c1NC(=O)CN1CCCc2ccccc21	-2	-0.7	119	0	-13	-1	-1	-12	4	-1

Random excerpt: 4 compounds from above, in no set order.
SMILES	DAGLB inhibitor	MOR-DOR ag	Pemphigus Ab inh	V-ATPase pHluor	PKA-R1A activ	Arrestin-AP2 inh	HTR5A inv ctr	PKA-R2B act	MOR-DOR inv ag	HTR5A ag ctr
O=C(c1cccs1)N1CCN(Cc2cn[nH]c2-c2ccc(F)cc2F)CC1	3	-1.4	x	1	-6	-6	5	-18	7	2
COc1ccc(OC)c2sc(NC(=O)c3ccc(Cl)s3)nc12	-1	-1.6	111	4	-5	9	-18	3	8	-2
CCn1nc(C(=O)Nc2ccc(N3CCOCC3)cc2)c2ccccc2c1=O	2	-1.2	97	2	-10	-7	13	-7	5	4
O=C1c2ccc([N+](=O)[O-])cc2C(=O)N1c1ccc([N+](=O)[O-])cn1	-6	4.0	110	6	-6	4	-21	1	-21	6

Next part.
SMILES	DAGLB inhibitor	MOR-DOR ag	Pemphigus Ab inh	V-ATPase pHluor	PKA-R1A activ	Arrestin-AP2 inh	HTR5A inv ctr	PKA-R2B act	MOR-DOR inv ag	HTR5A ag ctr
CCN(CC(=O)Nc1c(F)cccc1F)C(=O)c1cc([N+](=O)[O-])ccc1N1CCCCC1	2	-1.8	100	4	10	0	1	8	12	-2
COc1ccccc1NC(=O)COC(=O)CN1C(=O)C(=O)c2ccccc21	2	-8.0	97	6	-12	4	10	2	57*	1
Cc1cc2cc(CN(Cc3cccs3)S(=O)(=O)c3ccc4c(c3)OCCO4)c(=O)[nH]c2cc1C	-2	-2.5	86	0	10	-1	-1	6	13	-3
Cc1ccc(C)c(S(=O)(=O)N2CCN(C(=O)CNC(=O)c3ccc4ccccc4c3)CC2)c1	-2	-0.7	105	2	3	4	3	-4	4	-1

From PubChem BioAssay
